# Source: PubChem BioAssay (several laboratories)
# MEKK2mut PB1 HTS – signal of MEK5 binding to mutant human MEKK2 PB1 domain. bead flow cytometry, Alexa488-MEK5 binding to MEKK2 mutant. percent response, % at 10 µM. hit rate 0.35% among 290,000; in the data active means percent response above about 24%, passing the limit was not always enough; further: inactives centre near 1; some results filed as inactive read as strong as hits; reference of the scale not given here
# PHOSPHO1 inh – inhibitors of human PHOSPHO1 phosphatase. recombinant PHOSPHO1, absorbance phosphatase assay. inhibition, % at 13.3 µM. hit rate 1.1% among 290,000; in the data active means inhibition above about 60%
# Target sequence (Q8TCT1 whole entry, looked up): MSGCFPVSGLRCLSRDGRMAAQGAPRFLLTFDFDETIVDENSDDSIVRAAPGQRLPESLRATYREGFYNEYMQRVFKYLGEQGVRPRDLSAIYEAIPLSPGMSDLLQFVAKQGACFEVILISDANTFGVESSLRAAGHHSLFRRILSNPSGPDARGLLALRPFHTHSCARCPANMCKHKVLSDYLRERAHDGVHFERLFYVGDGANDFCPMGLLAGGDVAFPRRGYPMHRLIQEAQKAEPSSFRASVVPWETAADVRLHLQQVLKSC
# NALP1 yeast inh – blocks the NALP1 inflammasome reconstituted in yeast. hit rate 0.61% among 280,000. S. cerevisiae NALP1/ASC/caspase-1 growth, X-gal OD620, 72 h. inhibition, % at 10 µM. AID 2071; in the data active means inhibition mostly above about 24%, no sharp cut-off; inactive means mostly below about 32%; further: some compounds called inactive have numbers as strong as hits
# OXTR agonist – human OXTR agonism; AID 2435; hit rate 0.32% among 320,000; activation, % at 3 µM; CHO-OTR cells, Fluo-8 calcium fluorescence; normalized: DMSO 0%, oxytocin 100%; P30559;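 active means activation above the mean of all tested compounds plus 3 SD, cutoff set per screening run, cut at about 20% in these data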;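 further: peak over basal fluorescence ratio from a 100 s FLIPR kinetic read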
# Target sequence (P30559 whole entry, looked up): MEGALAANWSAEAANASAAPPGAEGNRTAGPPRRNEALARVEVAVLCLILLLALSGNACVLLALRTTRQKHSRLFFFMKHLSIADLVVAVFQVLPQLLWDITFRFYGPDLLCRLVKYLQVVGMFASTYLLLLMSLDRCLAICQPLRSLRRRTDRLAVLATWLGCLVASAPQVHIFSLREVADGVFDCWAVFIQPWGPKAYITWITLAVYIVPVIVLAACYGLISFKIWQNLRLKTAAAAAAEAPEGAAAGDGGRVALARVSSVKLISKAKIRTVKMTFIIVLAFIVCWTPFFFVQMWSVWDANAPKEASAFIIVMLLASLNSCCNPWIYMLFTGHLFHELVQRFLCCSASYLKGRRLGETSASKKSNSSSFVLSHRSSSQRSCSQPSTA
# MEKK3 PB1 HTS – raises or lowers MEK5 binding to the human MEKK3 PB1 domain; binding response (% of control), % at 10 µM; bead-based flow cytometry, Alexa488-MEK5 binding to MEKK3; actives lie on both sides; 0 = blocked by unlabeled MEK5, 100 = vehicle; hit rate 1.4% among 290,000; AID 1529;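 active means binding response more than 3 SD above or below the average of its plate-row segment, actives on both sides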;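 further: Alexa488 bead fluorescence after subtracting the streptavidin-only scavenger bead signal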
# GPR7 antagonist – antagonists of human GPR7 (neuropeptides B/W receptor 1) | GPR7-expressing cells, fluorescence antagonist assay | hit rate 1.1% among 290,000 | inhibition, % at 4.4 µM | AID 1861; in the data active means inhibition above about 16%, passing the limit was not always enough;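 further: cells stimulated with the agonist NPW; 0% = agonist with vehicle and 100% = vehicle without agonist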
# Target sequence (P48145 whole entry, looked up): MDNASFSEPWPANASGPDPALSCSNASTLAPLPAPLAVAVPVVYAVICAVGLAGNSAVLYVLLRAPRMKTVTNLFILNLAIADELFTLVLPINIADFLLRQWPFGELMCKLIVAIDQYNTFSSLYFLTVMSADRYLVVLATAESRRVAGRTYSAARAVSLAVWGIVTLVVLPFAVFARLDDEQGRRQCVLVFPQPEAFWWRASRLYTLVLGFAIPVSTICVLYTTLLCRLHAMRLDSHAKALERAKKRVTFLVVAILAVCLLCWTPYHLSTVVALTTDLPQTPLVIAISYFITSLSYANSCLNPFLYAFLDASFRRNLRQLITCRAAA
# M18AAP inhibitor – blocks P. falciparum M18 aspartyl aminopeptidase | inhibition, % at 7.35 µM | AID 1822 | hit rate 1.2% among 290,000 | recombinant PfM18AAP, H-Glu-NHMec fluorogenic cleavage;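 active means inhibition above the campaign mean inhibition over all tested compounds plus 3 SD, cut at about 28% in these data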;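 further: 0% = plate median of test compound wells and 100% = 2 mM ZnCl2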
# FID counter – counter-screen for HCV NS3 helicase inhibitors: DNA intercalator displacement; DNA fluorescent intercalator displacement, fluorescence; inhibition, % at 7.9 µM; hit rate 0.17% among 290,000; in the data active means inhibition above about 37%;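 further: 0% = vehicle and 100% = reference compound; higher means more ethidium bromide displaced from hairpin DNA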
# MEKK2 WT-MEK5 – raises or lowers MEK5 binding to wildtype human MEKK2 PB1 domain; AID 1531; hit rate 1.1% among 290,000; Q9Y2U5; binding response (% of control), % at 10 µM; bead flow cytometry, Alexa488-MEK5 binding to MEKK2 WT; actives lie on both sides; in the data active means binding response below about 67% or above about 130%
# The depositor's hits bear a star; x = no result given; [ ] = remark or other dose.
# Below each compound – MEKK2mut PB1 HTS	PHOSPHO1 inh	NALP1 yeast inh	OXTR agonist	MEKK3 PB1 HTS	GPR7 antagonist	M18AAP inhibitor	FID counter	MEKK2 WT-MEK5
- COC(=O)Nc1ccc(S(=O)(=O)Nc2cc(OC)nc(OC)n2)cc1
  7	43	9	-0.7	101	-17	-7	-5	104
- Cc1cc(C)cc(-n2ncc3c2CCCC3NC(=O)CCN2Cc3ccccc3C2=O)c1 (stereo unspecified)
  -1	3	-6	x	103	1	-5	-56	101
- CC1CC(C)CN(C(=O)c2ccncc2)C1 (stereo unspecified)
  4	13	17	0.3	97	-14	-3	-2	95
- Cc1ccc(C(=O)Sc2cccccc2=O)cc1
  -1	15	6	6.4	102	24	2	-6	103
- O=C(CCl)N1N=C(c2ccco2)CC1c1ccco1 (stereo unspecified)
  -2	24	-11	-0.2	101	-8	-4	-8	95
- CCCCOC(=O)c1ccc(NC(=O)C(=O)NCc2ccncc2)cc1
  8	-6	28	6.1	96	-2	4	-15	107
- Cc1nc2ccccc2nc1N1CCOCC1
  0	2	-2	-0.2	99	-3	-7	-2	102
- COc1ccccc1CNC1CCN(Cc2ccccc2)CC1
  3	-1	12	0.0	101	12	0	8	105
- OC(COCc1ccc2c(c1)OCO2)CN1CCN(Cc2ccccc2)CC1 (stereo unspecified)
  -1	19	52	0.4	94	5	-11	5	99
- CCOc1ccc2[nH]c3c(NCCN(C)C)ncnc3c2c1
  6	33	2	-0.4	95	12	-6	25	110
- COc1ccc(NC(=O)CCNC(=O)Cn2cnc3sc4c(c3c2=O)CCCC4)c(OC)c1
  -2	30	19	-0.3	103	-5	-2	-29	100
- Cc1ccccc1C(=O)c1cn[nH]c1-c1ccccc1O
  3	7	2	1.9	100	-17	5	-8	103
- COc1ccc(C(=O)N2CCN(C)C(C)C2)cc1OC1CCN(C(C)=O)CC1 (stereo unspecified)
  7	9	2	-0.9	108	-12	-13	-4	109
- c1ccc(CN2c3ccccc3-c3nc4ccccc4n3C2c2ccccn2)cc1 (stereo unspecified)
  -6	18	16	-1.7	93	13	2	-24	96
- COc1cccc(-n2c(SCC(=O)N3CCCCC3)nc3c([nH]c4ccccc43)c2=O)c1
  -1	36	-8	-0.9	101	-16	-4	-3	94

# Other compounds.
# Below each compound – MEKK2mut PB1 HTS	PHOSPHO1 inh	NALP1 yeast inh	OXTR agonist	MEKK3 PB1 HTS	GPR7 antagonist	M18AAP inhibitor	FID counter	MEKK2 WT-MEK5
- CCNC(=O)N1CCOCC1
  2	3	5	-0.2	105	-2	0	0	104
- COc1cccc(-c2nc(CS(=O)(=O)CC(=O)N3CCOCC3)c(C)o2)c1
  0	-68	4	1.5	98	-12	-8	-14	102
- O=C(Nc1ccc(Cl)cc1)Nc1ccccc1CC[N+](=O)[O-]
  -19	16	-4	6.7	4.0*[inhibitor]	12	0	1	6.0*[inhibitor]
- O=C(Nc1ccc(-c2nc3ccccc3o2)cc1)c1ccc(N2CCOCC2)c([N+](=O)[O-])c1
  3	12	0	0.4	106	-12	1	-3	108
- Cc1ccc(C)c(NS(=O)(=O)c2ccc3oc(=O)ccc3c2)c1
  11	24	3	5.0	103	-6	14	-8	104
- Clc1ccc(N=c2ssnc2Cl)cc1
  3	89*	-5	17	117	-13	17	1	105
- O=C(/C=C/Nc1ccc(Br)cc1F)c1ccco1
  1	15	1	-2.5	102	-14	5	-6	99
- Cc1nc(CSc2ccccc2)cc(=O)[nH]1
  -3	20	5	0.4	105	-15	-3	0	93
- COc1cc(C(=O)O/N=C2/C=C(C)C(=O)C=C2C)cc(OC)c1OC
  31	4	x	0.7	110	5	-1	-1	127
- Cc1ccn2c(C(=O)CSc3ccc(Cl)cc3Cl)c(C)nc2c1
  3	-2	10	-0.1	101	1	-8	6	102
- O=C(NCCc1ccc(F)cc1)c1cc(-c2ccncc2)nc2ccccc12
  8	20	1	x	102	-11	-7	-13	103
- O=C(CSc1nnc2ccccn12)NCc1ccco1
  -1	5	9	0.8	101	-10	-1	-2	99
- Cc1cc(/C=N/NC(=O)C(O)(c2ccccc2)c2ccccc2)c(C)n1-c1ccc(C(=O)O)cc1
  7	4	18	-0.7	98	6	6	-21	94
- COc1ccc(-n2ccnc2CN2CCCC(CO)(Cc3cccc(OC)c3)C2)cc1 (stereo unspecified)
  3	46	14	4.8	103	-9	-8	-7	99
- COc1cccc(N2CCN(c3ccc([N+](=O)[O-])cn3)CC2)c1
  7	34	-8	0.3	101	41*	6	-10	108

# Continuation.
# Below each compound – MEKK2mut PB1 HTS	PHOSPHO1 inh	NALP1 yeast inh	OXTR agonist	MEKK3 PB1 HTS	GPR7 antagonist	M18AAP inhibitor	FID counter	MEKK2 WT-MEK5
- Cc1cccn2c(=O)c(C=O)c(Cl)nc12
  -18	33	8	-0.3	71	-14	-10	4	76
- O=C(Nc1ccccc1Cl)O/N=C/c1ccncc1
  -3	x	x	-1.8	92	0	1	3	92
- CCN(CC(=O)Nc1ccc2c(c1)OCCO2)C(=O)c1cccc(S(=O)(=O)N2CCOCC2)c1
  0	2	0	0.0	100	-14	0	-10	101
- COc1ccc(C(=O)COC(=O)CCCC(=O)NC2CCCCC2)cc1
  6	38	12	-1.1	105	-13	-2	-41	105
- Cc1cc(C(=O)NCCCn2ccnc2)cs1
  5	4	-5	1.1	102	-15	9	-6	105
- Cc1ccc(-c2nc(C)sc2CC(=O)Nc2nnc(C)s2)cc1
  -2	16	-8	-1.2	100	4	1	-12	97
- CCOC(=O)c1c(C)oc(C)c(C(=O)OCC)c1=O
  7	24	15	-0.4	109	-6	-7	-4	101
- O=C(Nc1ccc(Cl)cc1)Nc1cc(S(=O)(=O)N2CCOCC2)ccc1N1CCCC1
  -4	-16	23	1.8	93	-5	2	2	92
- COC(=O)CNC(=O)C1CCN(S(=O)(=O)c2cccc3nsnc23)CC1
  -6	28	21	1.2	97	6	-2	-1	95
- COc1cc(NC(=O)c2ccc(CNc3c(N4CCCC4)c(=O)c3=O)cc2)cc(OC)c1OC
  15	28	x	0.1	116	-9	8	-34	108
- CCOC(=O)CCC(=O)NNC(=O)COc1ccc(C(C)C)cc1Br
  0	56	2	-1.2	100	-14	7	-16	103
- COc1ccccc1-c1cn(-c2ccccc2)c(=S)[nH]1
  -2	23	5	-1.1	95	8	13	-16	96
- O=C(CN1C(=O)C2CC=CCC2C1=O)Nc1ccc(-c2nnc3n2CCCCC3)cc1 (stereo unspecified)
  3	7	-21	0.7	104	0	-4	-21	99
- COc1ccccc1C1=NOC(C)(c2nnc(-c3cccc(Cl)c3)o2)C1 (stereo unspecified)
  0	x	x	-1.5	106	x	x	x	99
- O=C(NCCc1ccc(Cl)cc1)C1CCCN(S(=O)(=O)c2cnc[nH]2)C1 (stereo unspecified)
  5	3	10	-0.3	102	6	-10	-2	108

# One compound at a time (already shown).
# Results for Cc1ccc(-c2nc(C)sc2CC(=O)Nc2nnc(C)s2)cc1 → MEKK2mut PB1 HTS = -2; PHOSPHO1 inh = 16; NALP1 yeast inh = -8; OXTR agonist = -1.2; MEKK3 PB1 HTS = 100; GPR7 antagonist = 4; M18AAP inhibitor = 1; FID counter = -12; MEKK2 WT-MEK5 = 97
# Results for CCN(CC(=O)Nc1ccc2c(c1)OCCO2)C(=O)c1cccc(S(=O)(=O)N2CCOCC2)c1 → MEKK2mut PB1 HTS = 0; PHOSPHO1 inh = 2; NALP1 yeast inh = 0; OXTR agonist = 0.0; MEKK3 PB1 HTS = 100; GPR7 antagonist = -14; M18AAP inhibitor = 0; FID counter = -10; MEKK2 WT-MEK5 = 101

# (further entries)
# Below each compound – MEKK2mut PB1 HTS	PHOSPHO1 inh	NALP1 yeast inh	OXTR agonist	MEKK3 PB1 HTS	GPR7 antagonist	M18AAP inhibitor	FID counter	MEKK2 WT-MEK5
- CC(C)(C)n1cnc2cc(NC(=O)c3ccc(Cl)cc3)ccc21
  1	17	12	-1.2	104	8	-16	-18	104
- COCC(C)NC(=O)NC1(C(F)(F)F)Oc2ccc(Cl)cc2O1 (stereo unspecified)
  -5	4	-8	-0.8	94	7	79*	-1	91
- CN1CCc2c(sc3c2c(=O)n(-c2ccccc2)c2nnc(SCc4ccccc4)n32)C1
  2	-53	4	-0.4	100	-5	-4	-6	112
- O=S(=O)(NCC(Nc1ccc(Cl)cc1)c1ccccc1)c1ccc(Cl)cc1 (stereo unspecified)
  7	-24	22	-2.9	101	-10	-7	0	133
- CSc1ccc(/C=C(/NC(=O)c2ccccc2)C(=O)N2CCN(C)CC2)cc1
  -1	28	0	1.0	96	7	3	3	95
- O=C(Nc1ccc(F)cc1)C(=O)c1cn(CC(=O)N2CCOCC2)c2ccccc12
  3	-15	20	2.1	100	1	2	-34	97
- COc1cc(CC(=O)Nc2cccc(SC)c2)cc(OC)c1OC
  -1	48	12	9.6	115	-5	1	-3	102
- Cc1cccc(Oc2nc3ccccn3c(=O)c2/C=C(\C#N)C(=O)NC2CCS(=O)(=O)C2)c1C (stereo unspecified)
  -5	-13	16	0.1	102	1	0	-22	98
- c1ccc(-c2csc(Cc3nnc4n3CCCCC4)n2)cc1
  4	6	12	0.6	103	-6	-14	-14	105
- Cc1cc(C(=O)Nc2nnc(-c3ccccc3)s2)no1
  4	26	12	1.3	101	5	-6	0	101
- O=C(CS(=O)CC(=O)Nc1ccc(Cl)cc1)NCC1OCCc2ccccc21 (stereo unspecified)
  -8	-23	13	x	101	0	-11	-5	93
- COc1ccc(/C=N/n2cncn2)cc1Cn1nc(C)c([N+](=O)[O-])c1C
  12	16	-3	-0.9	106	6	10	-9	111
- CCN(Cc1ccccc1)S(=O)(=O)c1cc(C(=O)NCCCN(C)C)ccc1OC
  0	-18	4	0.6	88	-3	3	9	99
- Cc1c(Cc2ccccc2)c(=O)n2c([nH]c3ccccc32)c1C#N
  -1	24	-6	13	97	0	2	5	95
- CC(C)OCCCNC(=O)c1cc(-c2cccnc2)nc2ccccc12
  1	22	6	-0.3	99	-2	-1	-23	100

# Reprinted from the part before: 6 entries; new compounds follow.
# Below each compound – MEKK2mut PB1 HTS	PHOSPHO1 inh	NALP1 yeast inh	OXTR agonist	MEKK3 PB1 HTS	GPR7 antagonist	M18AAP inhibitor	FID counter	MEKK2 WT-MEK5
- Cc1cc(C(=O)Nc2nnc(-c3ccccc3)s2)no1
  4	26	12	1.3	101	5	-6	0	101
- O=C(CS(=O)CC(=O)Nc1ccc(Cl)cc1)NCC1OCCc2ccccc21 (stereo unspecified)
  -8	-23	13	x	101	0	-11	-5	93
- COc1ccc(/C=N/n2cncn2)cc1Cn1nc(C)c([N+](=O)[O-])c1C
  12	16	-3	-0.9	106	6	10	-9	111
- CCN(Cc1ccccc1)S(=O)(=O)c1cc(C(=O)NCCCN(C)C)ccc1OC
  0	-18	4	0.6	88	-3	3	9	99
- Cc1c(Cc2ccccc2)c(=O)n2c([nH]c3ccccc32)c1C#N
  -1	24	-6	13	97	0	2	5	95
- CC(C)OCCCNC(=O)c1cc(-c2cccnc2)nc2ccccc12
  1	22	6	-0.3	99	-2	-1	-23	100
- Cc1ccc2c(c1)N(CC(=O)N1CCCCC1)C(=O)CO2
  -8	-9	-6	-0.7	89	27	10	-10	95
- O=C(CN1C(=O)c2ccccc2C1=O)N1CCN(C2c3ccccc3-c3ccccc32)CC1
  -1	-1	13	2.9	94	7	7	-26	92
- O=S(=O)(Nc1nc2ccccc2nc1Cl)c1ccc(F)cc1
  -1	-5	30	0.3	99	-19	0	-14	103
- COc1ccc(OCCCC(=O)Nc2ccc(N3CCCCC3)cc2)cc1
  0	-14	30	-0.5	96	-6	4	-10	96
